RECQ1_inh = qHTS Assay for Inhibitors of RecQ-Like Dna Helicase 1 (RECQ1); ATP-dependent DNA helicase Q1 (Homo sapiens), P46063; RECQ1 DNA unwinding, red fluorescence kinetic read; Potency, µM (doses to about 57.3 µM), without a hit: at the highest dose activity, negative = inhibition, most hits filed as inhibitors; 0.54% of 240,000 active;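 note: plate controls were vehicle for no effect and no enzyme for full effect; nearly all actives have a fitted effect of over 30% in size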
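RECQ1T1 50 nM; forked duplex (20 bp + 30-nt ss tails) 200 nM, ATP 2 mM final; pH 8.0, 2 mM MgCl2, 2.5 ug/ml poly(dI-dC); 15 min compound preincubation; discontinuous kinetic read over 2 h at RT.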
GoLoco_inh_red = qHTS Assay for Inhibitors of RGS12 GoLoco Motif Activity (Red Fluorophore); Guanine nucleotide-binding protein G(i) subunit alpha-1 (Homo sapiens), P63096; Gai1:RGS12 GoLoco peptide FP, rhodamine, 10 min; Potency, µM (titrated, usually from 61.6 µM), for the others: at the highest dose activity, negative = inhibition, hits mostly inhibitors; 0.44% of 230,000 active; AID 880, 2007; active = well fitted inhibition curve with a large enough effect, not every such curve was filed as active; inactive = no such curve, though single readings can be large or run the other way; note: nearly all actives have a fitted effect of over 30% in size; many of its hits are not listed in these tables
Target sequence (P63096 whole entry, looked up): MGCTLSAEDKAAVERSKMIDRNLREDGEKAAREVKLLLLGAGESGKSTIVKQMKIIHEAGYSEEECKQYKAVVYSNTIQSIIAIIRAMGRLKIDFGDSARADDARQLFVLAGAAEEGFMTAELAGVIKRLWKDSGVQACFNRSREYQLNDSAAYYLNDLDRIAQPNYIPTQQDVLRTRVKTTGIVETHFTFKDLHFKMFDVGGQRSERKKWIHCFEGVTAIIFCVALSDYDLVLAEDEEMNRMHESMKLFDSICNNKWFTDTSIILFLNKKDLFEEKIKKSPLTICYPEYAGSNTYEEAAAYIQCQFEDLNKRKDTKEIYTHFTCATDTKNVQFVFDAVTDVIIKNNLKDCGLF
GAA_spleen_mod = qHTS Assay for Inhibitors and Activators of Human alpha-Glucosidase From Spleen Homogenate | Lysosomal alpha-glucosidase (Homo sapiens), P10253 | human spleen homogenate, 4-MU-alpha-glucoside fluorescence | Potency, µM (series often up to 79.9 µM), inactives show at the highest dose activity change, negative = inhibition, hits mostly inhibitors | 0.006% of 240,000 active | AID 2112, 2009;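 note: 0% = enzyme with vehicle and -100% = no enzyme basal signal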
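AC50 values come from Hill-equation fits of concentration-response data, normalized to no-enzyme and full-activity controls. Enzyme source: 1 ug human spleen homogenate; 1 mM fluorogenic 4-MU glucoside, pH 5.0 citrate buffer, 37 C, 40 min.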
Starred values were filed as active, the others as inactive; i = inactive; [ ] = dose if it differs, or a comment. Unless noted, calls come from the whole dose curve; as a rule, active = well fitted curve in the direction sought with a large enough effect; inconclusive = small, poorly fitted or top-dose-only effect, or another doubt; inactive = no such curve, though single readings can be large; an effect the other way counts as inactive or inconclusive. Unless noted, % is set by controls: 0 for no effect and ±100 for the full control effect; potency is the fitted concentration of half-maximal effect.

SMILES RECQ1_inh GoLoco_inh_red GAA_spleen_mod
CCNc1ncc2nc(CCc3ccccc3)c(=O)n(C[C@H]3CCCO3)c2n1 i 4% 0%
COc1cccc(Cn2c(=O)c(-c3cccs3)nc3cnc(N4CCOCC4)nc32)c1 i 11% 0%
COc1ccc2[nH]cc(CCNc3ccnc(-c4ccccc4Cl)n3)c2c1 i 14% 4%
O=c1c(CCc2ccccc2)nc2cnc(N3CCNCC3)nc2n1C1CC1 -4% 0% -5%
O=C(c1ccncc1)N1CCC[C@@]2(CCN(c3cccc(-c4ccccc4)c3)C2)C1 -7% 6% -2%
Cn1cc(-c2nc3cnc(OCc4ccccc4)nc3n(CCC#N)c2=O)c2ccccc21 -2% -6% 3%
CN(C)C(=O)c1ccc(-c2nc(-n3ccnc3)c3ccccc3n2)cc1 i -5% 6%
COc1cccc(Nc2ncc3nc(-c4ccc(Cl)cc4)c(=O)n(C4CC4)c3n2)c1 i 1% 4%
O=C(c1ccco1)N1CCC2(CC1)CN(c1ncccn1)C2 i 1% -7%
COc1ccc(NC(=O)N2CC3(CCN(C(=O)c4ccc(OC)cc4)CC3)C2)cc1 i -10% -2%
O=c1c(-c2cc(F)cc(F)c2)nc2cncnc2n1-c1ccccc1 -5% 15% -3%
COc1cccc(Nc2ncc3nc(-c4ccc(Cl)cc4)c(=O)n(CCC#N)c3n2)c1 -5% 6% -1%
Cn1cc(-c2nc3cncnc3n(-c3ccccc3)c2=O)c2ccccc21 -2% 60%[activator] 7%
COc1ccc(CNc2ncnc3ccc(-c4ccc5c(c4)OCO5)cc23)c(OC)c1 -17% 1% 7%
CC(=O)N1CCC[C@@]2(CCN(C(c3ccccc3)c3ccccc3)C2)C1 0% 7% 4%
CS(=O)(=O)N1CCC[C@@]2(CCN(Cc3ccccc3)C2)C1 0% 6% 3%
O=C(c1csnn1)N1CCC2(CCCN(c3ccncc3)C2)CC1 -7% 8% -9%
O=c1c(CCc2ccccc2)nc2cncnc2n1Cc1ccc(F)cc1 -8% -2% -14%
O=C(c1ccncc1)N1CCC2(CCCN(c3cccc(-c4ccccc4)c3)C2)CC1 -8% 140%[activator] -16%
Cn1cccc1C(=O)N1CCC2(CCCN(c3ncccn3)C2)CC1 -4% 9% 3%
O=S(=O)(c1ccccc1)N1CCC[C@@]2(CCN(Cc3nccs3)C2)C1 -4% 6% -10%
O=C(c1csnn1)N1CCC2(CCCN(c3ccc(-c4ccccc4)cc3)C2)CC1 -29% 157%[activator] -3%
COCC(=O)N1CCC[C@@]2(CCN(c3ccncc3)C2)C1 -10% 10% -13%
O=C(c1cccc(F)c1)N1CCC2(CC1)CN(Cc1ccccc1)C2 i 3% -1%
O=C(c1csnn1)N1CCC2(CCCN(Cc3cc(C(F)(F)F)cc(C(F)(F)F)c3)C2)CC1 i 2% -2%
COc1ccc(Oc2ncc3ncc(=O)n(Cc4cccc(OC)c4)c3n2)cc1 -14% 0% 2%
O=C(c1cccc(F)c1)N1CCC2(CCN(Cc3ccncc3)CC2)CC1 i 4% 1%
COc1ccc(Oc2ncc3nc(-c4ccc(F)cc4)c(=O)n(CCC#N)c3n2)cc1 i 3% -7%
COc1ccc(-n2c(=O)c(C)nc3cnc(N(C)C)nc32)cc1 -11% 71%[activator] 1%
c1nc(NC2CC2)c2cc(-c3ccoc3)ccc2n1 -9% 25% 12%
COc1cccc(Nc2ncc3nc(CCc4ccccc4)c(=O)n(C)c3n2)c1 -4% 2% -4%
COc1ccc2[nH]cc(CCNc3ccnc(-c4ccccc4C(F)(F)F)n3)c2c1 -4% 5% 11%
N#Cc1cccc(-c2nc3cnc(N4CCOCC4)nc3n(C3CC3)c2=O)c1 -6% 3.2µM* 4%
COc1ccc(-c2nc3cnc(Oc4cccc(Cl)c4)nc3n(CCC#N)c2=O)cc1 -5% -6% 2%
O=c1c(-c2ccc(F)c(F)c2)nc2cncnc2n1C1CC1 0% 1% -6%
c1ccc(CNc2ncncc2-c2cccnc2)cc1 8% -10% 4%
COCCn1c(=O)c(-c2cc(F)cc(F)c2)nc2cnc(N3CCNCC3)nc21 -12% 16% 0%
Cc1ccccc1-c1nc(NC2CC2)c2ccccc2n1 i 7% 6%
Cc1ccccc1-c1ccc2ncnc(NCc3cccnc3)c2c1 -7% -5% 19%
O=C(c1ccco1)N1CCC2(CC1)CCN(c1cccc(-c3ccccc3)c1)CC2 -11% 5% -15%

Reprinted from the part before: 2 compounds; new compounds follow.
SMILES RECQ1_inh GoLoco_inh_red GAA_spleen_mod
Cc1ccccc1-c1ccc2ncnc(NCc3cccnc3)c2c1 -7% -5% 19%
O=C(c1ccco1)N1CCC2(CC1)CCN(c1cccc(-c3ccccc3)c1)CC2 -11% 5% -15%
CNc1nc(-c2ccoc2)nc2ccccc12 -7% 58%[activator] 1%
Cc1cccc(CNc2ncncc2-c2ccccc2Cl)c1 -5% 5% 8%
Cc1noc(C)c1-c1nccc(N2CCOCC2)n1 -7% -11% 4%
N#CCCn1c(=O)c(-c2cccc(C#N)c2)nc2cnc(Oc3ccccc3)nc21 -10% -4% 3%
N#Cc1cccc(NC(=O)N2CCCC3(CCN(C(=O)c4cnccn4)CC3)C2)c1 i 4% -2%
CCNc1ncc2nc(-c3ccc(F)cc3)c(=O)n(Cc3ccc(F)cc3)c2n1 i 7% 4%
O=C(c1cc(C(F)(F)F)cc(C(F)(F)F)c1)N1CCC2(CCCN(Cc3ccccc3)C2)CC1 -11% 8% -13%
CC(C)CN1CCC2(CC1)CCN(C(=O)c1cnccn1)CC2 -7% 14% 1%
COc1ccc(Oc2ncc3nc(-c4cn(C)c5ccccc45)c(=O)n(CCC#N)c3n2)cc1 -11% 9% 4%
O=c1c(-c2ccccc2)nc2cncnc2n1Cc1ccccc1Cl -8% 12% 3%
CN(C)c1ccc(-c2cncnc2NCCN2CCOCC2)cc1 i -10% 3%
COc1ccc(Oc2ncc3nc(-c4ccc(OC)cc4)c(=O)n(Cc4cccs4)c3n2)cc1 -4% 7% 1%
CC(C)CN1CCC2(CC1)CCN(C(=O)c1cc(C(F)(F)F)cc(C(F)(F)F)c1)CC2 -8% 6% -12%
CN1CCN(c2ncc3ncc(=O)n(Cc4ccc(F)cc4)c3n2)CC1 -5% 23% -5%
CCNc1ncc2nc(-c3cccs3)c(=O)n(CCc3ccccc3)c2n1 28µM* -12% -3%
COCCNc1ccnc(-c2ccccc2C)n1 -4% 7% 3%
O=S(=O)(c1ccccc1)N1CCC2(CCCN(Cc3nccs3)C2)CC1 i -2% 4%
O=C(c1csnn1)N1CCC[C@@]2(CCN(c3ncccn3)C2)C1 i 2% 2%
O=C(c1cccc(F)c1)N1CCC[C@@]2(CCN(c3ccccn3)C2)C1 -6% 11% -1%
COc1ccc(C(=O)N2CCC[C@@]3(CCN(Cc4ccccc4)C3)C2)cc1 -3% 6% -2%

Ordered by count of non-hydrogen atoms (highest first): three of the compounds above
SMILES RECQ1_inh GoLoco_inh_red GAA_spleen_mod
N#CCCn1c(=O)c(-c2cccc(C#N)c2)nc2cnc(Oc3ccccc3)nc21 -10% -4% 3%
CCNc1ncc2nc(-c3cccs3)c(=O)n(CCc3ccccc3)c2n1 28µM* -12% -3%
CN(C)c1ccc(-c2cncnc2NCCN2CCOCC2)cc1 i -10% 3%

Back to the main list; the six compounds before the break are reprinted first.
SMILES RECQ1_inh GoLoco_inh_red GAA_spleen_mod
CCNc1ncc2nc(-c3cccs3)c(=O)n(CCc3ccccc3)c2n1 28µM* -12% -3%
COCCNc1ccnc(-c2ccccc2C)n1 -4% 7% 3%
O=S(=O)(c1ccccc1)N1CCC2(CCCN(Cc3nccs3)C2)CC1 i -2% 4%
O=C(c1csnn1)N1CCC[C@@]2(CCN(c3ncccn3)C2)C1 i 2% 2%
O=C(c1cccc(F)c1)N1CCC[C@@]2(CCN(c3ccccn3)C2)C1 -6% 11% -1%
COc1ccc(C(=O)N2CCC[C@@]3(CCN(Cc4ccccc4)C3)C2)cc1 -3% 6% -2%
CN1CCN(c2ncc3nc(-c4ccccc4)c(=O)n(Cc4cccs4)c3n2)CC1 i 0% -2%
O=C(c1cccc(F)c1)N1CCC2(CCCN(c3ccc(-c4ccccc4)cc3)C2)CC1 i 176%[activator] -8%
COc1ccccc1CCn1c(=O)c(-c2cc(F)cc(F)c2)nc2cncnc21 1% 56%[activator] 9%
O=C(Nc1ccccc1)N1CC[C@@]2(CCCN(C(=O)c3cnccn3)C2)C1 i 6% -7%
O=C(Nc1ccccc1)N1CC2(CCN(C(=O)c3cc(C(F)(F)F)cc(C(F)(F)F)c3)CC2)C1 -2% 11% 3%
COc1ccc(CNc2ccnc(-c3c(C)noc3C)n2)c(OC)c1 i -4% 0%
Cn1cccc1C(=O)N1CCC[C@@]2(CCN(Cc3ccc(C#N)cc3)C2)C1 -6% 0% -9%
CN(C)C(=O)c1ccc(-c2cc(Nc3ccccc3)ncn2)cc1 -5% 10% -1%
COc1cccc(-c2nccc(NCc3ccccc3)n2)c1 -4% -8% -1%
COCC(=O)N1CCC2(CC1)CN(C(=O)Nc1cccc(C#N)c1)C2 -11% -4% 5%
COCC(=O)N1CCC[C@@]2(CCN(C(=O)Nc3ccc(OC)cc3)C2)C1 -10% 5% -6%
O=c1c(CCc2ccccc2)nc2cnc(N3CCOCC3)nc2n1Cc1ccc(F)cc1 i 6% -8%
Cn1c(=O)c(-c2ccccc2)nc2cnc(Oc3ccccc3)nc21 i 4% 5%
COCCn1c(=O)c(-c2cc(F)cc(F)c2)nc2cnc(Oc3ccc(OC)cc3)nc21 -8% 0% 12%
O=C(c1ccncc1)N1CCC[C@@]2(CCN(C(c3ccccc3)c3ccccc3)C2)C1 -6% 16% -3%
COc1ccc(CNc2ccnc(-c3ccc(C(=O)N(C)C)cc3)n2)c(OC)c1 -7% 8% -7%
COC(=O)N1CCC[C@@]2(CCN(C(=O)NC(C)C)C2)C1 -7% 1% 10%

Molecules shown so far that contain two or more sulfur atoms (2):
SMILES RECQ1_inh GoLoco_inh_red GAA_spleen_mod
O=S(=O)(c1ccccc1)N1CCC[C@@]2(CCN(Cc3nccs3)C2)C1 -4% 6% -10%
O=S(=O)(c1ccccc1)N1CCC2(CCCN(Cc3nccs3)C2)CC1 i -2% 4%

Not all compounds are listed; rates above refer to the full screens.
